Bioassay records from PubChem.
Sm TGR inh = S. mansoni TGR enzyme inhibition. purified TGR, DTNB reduction, TNB absorbance 405 nm. Potency, µM (doses to about 114 µM), for inactives: at the highest dose activity change, negative = inhibition, hits mostly inhibitors. actives 3% (n = 360,000). AID 485364; further: potency means the concentration at half of the fitted maximal effect; nearly all actives have a fitted effect of over 60% in size
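First, TGR (20 nM dispensed) and NADPH were mixed with compound. Second, a 15 min room-temperature incubation followed. Third, further NADPH and then DTNB were added to start the reaction. Finally, TNB absorbance was monitored kinetically.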
FBPA Giardia inh = Giardia lamblia aldolase inhibition; purified Giardia FBPA; Potency, µM (doses to about 59.6 µM), inactives show at the top dose activity, negative = inhibition, usual class: inhibitors; actives 0.71% (n = 290,000); further: potency means the concentration at half of the fitted maximal effect; nearly all actives have a fitted effect of over 55% in size
Target sequence (A8B2U2 whole entry, looked up): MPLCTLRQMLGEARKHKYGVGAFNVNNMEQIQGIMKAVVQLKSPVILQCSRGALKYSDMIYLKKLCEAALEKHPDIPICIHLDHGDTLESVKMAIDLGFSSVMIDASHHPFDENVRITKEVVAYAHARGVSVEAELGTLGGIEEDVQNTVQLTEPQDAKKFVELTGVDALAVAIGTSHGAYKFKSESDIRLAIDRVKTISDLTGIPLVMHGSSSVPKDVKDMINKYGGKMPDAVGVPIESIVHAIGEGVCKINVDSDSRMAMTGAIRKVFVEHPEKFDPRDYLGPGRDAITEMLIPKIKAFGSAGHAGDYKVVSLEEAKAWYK
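40 nM FBPA preincubated 10 min at RT with compound (up to 57.5 uM final), then substrate plus GAPDH/TPI/NAD/arsenate coupling and diaphorase/resazurin added. Fluorescence read after 20 min at RT, 525/598 nm.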
AmpC detergent = blocks E. coli AmpC beta-lactamase in detergent assay. AmpC hydrolysis of nitrocefin, absorbance 480 nm, 0.01% Triton. Potency, µM (series often up to 114 µM), for the others: at the highest dose activity change, negative = inhibition, hits mostly inhibitors. actives 0.041% (n = 370,000). P00811;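 further: potency means the concentration at half of the fitted maximal effect; 0% = no-compound wells and -100% = no-enzyme wells; nearly all actives have a fitted effect of over 25% in size; some results filed as inactive show a strong effect at the top dose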
Target sequence (P00811 whole entry, looked up): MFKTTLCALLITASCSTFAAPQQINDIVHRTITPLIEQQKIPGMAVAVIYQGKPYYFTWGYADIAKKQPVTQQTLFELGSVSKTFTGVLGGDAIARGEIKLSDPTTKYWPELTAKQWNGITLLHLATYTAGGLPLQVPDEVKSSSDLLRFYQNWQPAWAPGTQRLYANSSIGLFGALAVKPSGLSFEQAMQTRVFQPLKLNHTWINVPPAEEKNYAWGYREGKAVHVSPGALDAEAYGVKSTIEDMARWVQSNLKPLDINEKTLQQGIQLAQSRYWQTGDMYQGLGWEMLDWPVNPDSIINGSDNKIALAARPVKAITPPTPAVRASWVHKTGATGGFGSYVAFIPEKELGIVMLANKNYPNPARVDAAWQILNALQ
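AmpC (5.3 nM in the dispensed reagent) in 20 mM phosphate pH 7.0 with 0.01% (detergent screen) or 0.0001% Triton X-100 was preincubated with compounds for 15 min at room temperature. Nitrocefin was then added from an 800 uM solution, and hydrolysis was followed at 480 nm.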
AmpC inh no detg = AmpC beta-lactamase inhibition without detergent | P00811 | actives 0.52% (n = 330,000) | AmpC nitrocefin hydrolysis, absorbance 480 nm, 0.0001% Triton | Potency, µM (doses to about 57.1 µM), for inactives: at the top dose activity change, negative = inhibition, hits mostly inhibitors;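 further: potency means the concentration at half of the fitted maximal effect; plate controls were no compound for no effect and no enzyme for full effect; nearly all actives have a fitted effect of over 20% in size; some results filed as inactive show a strong effect at the top dose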
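20 mM phosphate pH 7.0 + 0.01% (detergent screen) or 0.0001% Triton X-100; 5.3 nM AmpC reagent; cpd preinc 15 min RT; nitrocefin (800 uM stock) to start; A480 q20 s × 4 min; Activity was normalised to no-enzyme and no-compound control wells.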
HCMV inh = inhibitors of human cytomegalovirus; HFF cells, HCMV-luciferase reporter, 72 h; active compounds read low; activity change, negative = inhibition, % at 57.5 µM; actives 4.5% (n = 410,000); in the data active means activity change below about -60%; inconclusive means no clear call, values can overlap the other calls; inactive means above about -39%
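Compounds were evaluated in HFFs infected with an HCMV luciferase reporter virus (MOI 1 PFU/cell). Luciferase in lysates collected 72 h post infection served as the replication measure.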
HCV inhibitor = blocks hepatitis C virus. Huh7.5.1 HCVcc-Cre infection, luciferase reporter, 44 h. Potency, µM (doses to about 41.8 µM), without a hit: top-dose activity change, negative = inhibition, hits mostly inhibitors. actives 3.4% (n = 340,000). AID 651820; further: potency means the concentration at half of the fitted maximal effect
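Infectious HCVcc-Cre (~0.5 moi) was added to cells just after compound, with cells seeded 4 h earlier at 1,000 per well. Luciferase activity after 44 h culture reported infection; substrate was incubated 15 min at room temperature before reading.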
* hit, by the source's call; ? = inconclusive; . = no result given; & = joins results of further samples; [ ] = another dose, or the depositor's remark. Unless noted, the call rests on the fitted dose curve; in most records, active means well fitted curve in the direction sought with a large enough effect; inconclusive means small, poorly fitted or top-dose-only effect, or another doubt; inactive means no such curve, though single readings can be large; an effect the other way counts as inactive or inconclusive. Unless noted, on the % scale 0 is the no-effect control and ±100 the full control effect.

SMILES	Sm TGR inh	FBPA Giardia inh	AmpC detergent	AmpC inh no detg	HCMV inh	HCV inhibitor
CCn1nnnc1NCc1ccc(OCc2ccc(F)cc2Cl)c(OC)c1	4%	2%	-10%	38%	-13	?
O=C(CSc1nnc(NC(=O)c2c(F)cccc2F)s1)Nc1ccc(F)cc1	2%	8%	0%	-19%	46	-9%
Nc1nnc(CC(=O)N/N=C/c2ccc(-c3ccc(F)cc3)o2)s1	0%	1%	2%	-15%	?	15%
Cc1ccc(SCc2nc(-c3ccncc3)no2)cc1	-4%	0%	?	-1%	57	-12%
O=C(NC(=S)Nc1ccc(F)cc1)C1CCCCC1	?	.	0%	-19%	58	15%
CCOc1ccc(CCNC(=O)Cn2ncc3c([nH]c4ccccc43)c2=O)cc1OCC	1%	.	10%	.	4	.
Cc1cc(N2CCN(c3cc(Cl)ccc3C)CC2)n2nc(-c3ccccc3)nc2n1	?	.	-1%	.	4	.
COC(=O)[C@@]12CCCCN1[C@H](c1ccc(-c3ccc(OC)cc3)c(OC)c1)[C@@H]1C(=O)N(C)C(=O)[C@@H]12	?	.	-12%	164%[activator]	36	?
COc1ccc(/C=C2\Oc3cc(OC(=O)N4CCOCC4)ccc3C2=O)c(OC)c1	6%	-1%	0%	-2%	19	-4%
COCCCNC(=O)CSc1nc2c(sc(=S)n2-c2cc(Cl)ccc2OC)c(=O)[nH]1	0%	-11%	-4%	-28%	-33	10%
COc1cc(OC)cc(C(=O)N2CCN(C(=O)c3cccnc3)CC2)c1	75%[activator]	0%	5%	-4%	6	7%
CCOc1ccc(NC(=O)c2ccc(-c3nc(COc4ccccc4)c(C)o3)cc2)cc1	-2%	.	?	.	-9	.
COc1cc(C(=O)N2CCN(C(=O)Cc3ccccc3)CC2)cc(OC)c1OC	-1%	8%	-9%	4%	12	18%
COc1cc(OC)c(NC(=O)c2nc(-c3ccncc3)no2)cc1Cl	7%	.	-1%	.	-9	.
Cc1cc(C)c(-c2csc(NC(=O)CCCc3nc4ccccc4c(=O)[nH]3)n2)c(C)c1	0%	.	?	35µM*	-73*	?
Cc1ccc(C(=O)N2CCN(c3ccccn3)CC2)cc1C	4%	-2%	-14%	34%	-25	0%
O=C(CSc1n[nH]c(-c2cccnc2)n1)Nc1ccccc1[N+](=O)[O-]	2%	25µM*	-4%	-38%	11	10%
O=C(Nc1cccc(-c2nc3ncccc3o2)c1)c1ccc(-c2cccc(Cl)c2Cl)o1	?	.	1%	.	-92*	.
CC12CC3CC(C)(C1)CC(C(=O)NCc1cccnc1)(C3)C2	-9%	-5%	-14%	-4%	4	15%
O=C(Nc1ccc(NC(=O)c2cccs2)cc1)c1cccs1	9%	3%	9%	-25%	11	9%
CN(C)S(=O)(=O)c1ccc(N2CCCC2)c(C(=O)NCc2cccc(C(F)(F)F)c2)c1	6%	-1%	-1%	-10%	23	-20%
O=C(COC(=O)C1CC(O)CN1S(=O)(=O)c1ccccc1[N+](=O)[O-])c1ccc[nH]1 (centres undefined)	-17%	.	6%	-20%	-32	-16%
CC(=O)C1=C(N2CCCCC2)CCC1=O	1%	9%	-1%	-13%	-20	5%
CCOC(=O)c1cc(C)sc1NC(=O)CSc1nnnn1C	2%	-5%	4%	10%	-15	.
CN(C(=O)COC(=O)c1ccc2c(c1)NC(=O)CS2)C1CCS(=O)(=O)C1 (centres undefined)	3%	3%	-1%	0%	4	5%

Entries of single compounds from above. Values in the order: Sm TGR inh	FBPA Giardia inh	AmpC detergent	AmpC inh no detg	HCMV inh	HCV inhibitor
`O=C(COC(=O)C1CC(O)CN1S(=O)(=O)c1ccccc1[N+](=O)[O-])c1ccc[nH]1` (centres undefined) reads -17%	.	6%	-20%	-32	-16%
`O=C(CSc1n[nH]c(-c2cccnc2)n1)Nc1ccccc1[N+](=O)[O-]` reads 2%	25µM*	-4%	-38%	11	10%

(list continues)
SMILES	Sm TGR inh	FBPA Giardia inh	AmpC detergent	AmpC inh no detg	HCMV inh	HCV inhibitor
OC(CNCc1ccc(Cl)c(Cl)c1)c1ccccc1 (centres undefined)	0%	0%	-6%	-2%	-31	5%
COc1cccc(Cn2c(Oc3cc(C)cc(C)c3)nc3c2c(=O)n(C)c(=O)n3C)c1	3%	.	5%	.	10	.
CC1(C)Cc2ccccc2C(/C(=N/O)C(N)=O)=N1	-3%	-11%	-3%	-37%	62	-6%
COc1ccc(CCN2CC(C(=O)N(C)Cc3ccc4nsnc4c3)CCC2=O)cc1 (centres undefined)	?	4%	8%	99%[activator]	10	4%
CCCC(=O)Nc1ccc(OCC(O)CNC(C)C)c(C(C)=O)c1 (centres undefined)	-5%	2%&3%	-15%	-30%	-1	4%[8.37 µM]
CCOC(=O)CC(NS(=O)(=O)c1ccc2[nH]cc(C(=O)O)c(=O)c2c1)c1ccc(OCC)c(OC)c1 (centres undefined)	-2%	5%	6%	-15%	-2	9%
COc1ccc(C(=O)Nc2ccc(OC)c([N+](=O)[O-])c2)cc1Br	-2%	-7%	-5%	-12%	?	?
Cc1ccc(N(CC(=O)NC(C)(C)C)C(=O)CNC(=O)c2cccs2)c(C)c1	.	3%	-1%	-4%	-36	-2%
O=C1/C(=C/c2cccnc2)SC(=S)N1c1ccccc1	-3%	12%	-7%	-20%	7	6%
COc1cc(C(C(=O)NC2CCCCC2)N(C(=O)c2snc(C(N)=O)c2N)c2ccc(C)cc2)ccc1O (centres undefined)	3%	3%	-3%	21%	16	?
CSc1ncc(Cl)c(C(=O)Nc2ccc(S(=O)(=O)N3CCC(C)CC3)cc2)n1	7%	.	17%	.	-77*	.
C=CCN(C(=O)c1csnn1)C(C(=O)NC1CCCCC1)c1ccc(C)cc1 (centres undefined)	1%	19%	5%	13%	-2	-8%
Cc1ccc(-n2[nH]c(C)c(C=Nc3ccc(S(=O)(=O)Nc4nccs4)cc3)c2=O)c(C)c1	.	-2%	2%	6%	.	.
C=CCOC(=O)C1=C[C@@H](C2CCCCC2)C[C@@H](OCc2ccc(CO)cc2)O1	?	-13%	10%	28%	-10	5%
CCOC(=O)c1cnn(-c2ccc(C(F)(F)F)cn2)c1N	-3%	4%	-17%	-14%	14	-6%
CCC(C)[C@H](NC(=O)NCc1cccs1)C(=O)O (some centres undefined)	7%	0%	-11%	-11%	?	16%
CCOC(=O)C(CO)(NC(C)=O)C(=O)OCC	0%	-4%	-4%	3%	103	-6%
NC(=O)c1ccccc1[N+](=O)[O-]	0%	.	6%	-16%	-25	7%
O=C(CN(CC1CCCO1)C(=O)CNS(=O)(=O)c1ccc(F)cc1)NC1CCCC1 (centres undefined)	-8%	.	1%	-3%	-8	3%
CCCCOC(=O)N/N=C/C=C/c1ccccc1	2%	0%	-11%	-16%	37	1%
COC(=O)c1cc(-c2ccc(Cl)cc2)n(-c2ccc(S(N)(=O)=O)cc2)n1	1%	3%	0%	29%	-25	-1%
O=C(Cc1cccs1)N=Nc1c(O)[nH]c2ccccc12	-5%	-10%	-13%	-38%	-32	-7%
CC(C)NC(=O)CSc1nc(-c2ccccc2)cs1	0%	5%	4%	0%	112	-1%
CC(Oc1ccc(Br)cc1)C(=O)Nc1ccc(S(=O)(=O)N(C)C2CCN(C)CC2)cc1 (centres undefined)	1%	.	-18%	134%[activator]	?	6.3µM*
O=C(CCCCn1c(=O)[nH]c2ccsc2c1=O)NCC1CCCO1 (centres undefined)	-11%	7%	0%	-24%	33	4%

The list goes on:
SMILES	Sm TGR inh	FBPA Giardia inh	AmpC detergent	AmpC inh no detg	HCMV inh	HCV inhibitor
Cc1ccc2c(CN3CCCCC3)cc(=O)oc2c1C	-23%	8%	7%	-28%	33	-7%
CCOC(=O)C1(CC2CCCCO2)CCN(Cc2nc3ccccc3[nH]2)CC1 (centres undefined)	9%	7%	4%	0%	-6	9%
Cc1ccc(OCCn2c3ccccc3n3nc(C)c(=O)nc23)cc1	.	5%	0%	-33%	0	-9%
O=C(Nc1cccc(-n2cnnn2)c1)c1cc(Cl)nc(Cl)c1	-17%	5%	1%	-42%	?	?
CCC(c1nnnn1CCOC)N1CCN(C(=O)c2ccco2)CC1 (centres undefined)	-22%	-19%	2%	-7%	3	6%
CN(CCc1ccccc1)C(=O)c1cc(COc2cccc(C(F)(F)F)c2)on1	-15%	-12%	?	89%[activator]	-11	?
O=C(Cn1cnc2ccccc2c1=O)N1CCN(Cc2ccccc2)CC1	-24%	10%	2%	-22%	-19	-12%
CCN(CC)c1nc(-c2ccccn2)nc(-c2ccccc2)c1C#N	-1%	15%	-13%	-7%	-93*	6.3µM*
CCC(=O)Nc1ccc(C(=O)Cn2nc(C(=O)O)c3ccccc3c2=O)cc1	12%	4%	-4%	-35%	23	-4%
CN(C)Cc1c(O)ccc2c3c(c(=O)oc12)CCCCC3	-17%	-4%	-1%	-32%	-35	4%
COc1ccc(OCC(=O)Nn2c(-c3ccc(OC)cc3)nc3ccccc3c2=O)cc1	-8%	0%	-1%	-43%	5	2%
COc1ccccc1NC(=S)NNC(=O)c1nn(C)c(C)c1Cl	-17%	?	-9%	-18%	5	18%
O=C(COC(=O)CCc1ccccc1)Nc1cc([N+](=O)[O-])ccc1F	6%	7%	-7%	-24%	.	8%
Cc1cc(-c2ccc(Cl)s2)n[nH]1	5%	3%	-5%	-12%	-21	-49%
CCCCN1C2CCCC1CC(NC(=O)c1ccccc1Cl)C2 (centres undefined)	0%	-6%	1%	-25%	-29	3%
N/N=C(\Cc1cscn1)c1ccc(O)cc1O	-31%	-12%	-2%	-19%	0	-2%
CC1CC2(C)CC(C)C1(COC(=O)Nc1ccccc1)CO2 (centres undefined)	.	-3%	3%	20%	4	12%
O=C(Nc1ccccc1C(=O)N1CCOCC1)C1CCC(=O)N1C1CCCC1 (centres undefined)	-5%	20%	?	7%	-9	19%
Cc1ccc(CNC(=O)c2ccc3c(=O)[nH]c4c(C(=O)NCC5CCCO5)sc(=S)n4c3c2)cc1 (centres undefined)	-8%	1%	?	-40%	-26	1%
O=[N+]([O-])c1ccc(Oc2ccc(/C=N/O)cc2)nc1	-10%	2%	-11%	-11%	-28	-3%
O=C(/C=C/c1ccco1)Nc1ccccc1N1CCCC1	40µM*	-2%	-5%	-12%	-27	-9%
COc1cccc(N2CCN(C(=O)c3cnn(-c4ccc(C)cc4C)c3C3CCN(C(=O)OC(C)(C)C)CC3)CC2)c1	5%	.	11%	.	22	.
COc1ccc(N2CC(C(=O)Nc3ccc([N+](=O)[O-])cc3Br)CC2=O)cc1 (centres undefined)	-13%	-6%	?	-6%	-17	-28%
CCOC(=O)CNC(=O)CSc1nc2sc(C)c(C)c2c(=O)n1C	2%	7%	-2%	-9%	-20	?

Molecules shown so far that have a COOH group, in the order listed:
SMILES	Sm TGR inh	FBPA Giardia inh	AmpC detergent	AmpC inh no detg	HCMV inh	HCV inhibitor
CCOC(=O)CC(NS(=O)(=O)c1ccc2[nH]cc(C(=O)O)c(=O)c2c1)c1ccc(OCC)c(OC)c1 (centres undefined)	-2%	5%	6%	-15%	-2	9%
CCC(C)[C@H](NC(=O)NCc1cccs1)C(=O)O (some centres undefined)	7%	0%	-11%	-11%	?	16%
CCC(=O)Nc1ccc(C(=O)Cn2nc(C(=O)O)c3ccccc3c2=O)cc1	12%	4%	-4%	-35%	23	-4%
